Shiga inhibitor: A qHTS for Small Molecule Inhibitors of Shiga Toxin; Vero cells, Shiga toxin protein synthesis inhibition reporter; inhibition, % at 38.7 µM; 290,000 compounds, 9.2% hits; in the data active = inhibition mostly above about 28%, no sharp cut-off; inactive = mostly below about 43%; note: 0% is about no effect
Pf growth 48h: Primary qHTS for delayed death inhibitors of the malarial parasite plastid, 48 hour incubation. P. falciparum luciferase growth in erythrocytes, 48 h. Potency, µM (top dose mostly 28.7 µM), inactives show at the top dose activity change, negative = inhibition, actives largely listed as inhibitors. 310,000 compounds, 5.9% hits. AID 504832, 2011; note: potency is the fitted concentration of half-maximal effect; % is set by controls: 0 for no effect and ±100 for the full control effect
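First compound was added to culture medium, then infected red cells at 0.1% parasitemia and 2% hematocrit (final). After incubation at 37 C under 5% CO2, luciferase detection reagent was dispensed and light output recorded.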
Tb PYK inh: qHTS of Trypanosoma Brucei Inhibitors; TbPYK enzyme, Kinase-Glo Plus ATP luminescence, 45 min; 410,000 compounds, 0.12% hits; pyruvate kinase (Trypanosoma brucei), Q57TT1; Potency, µM (top dose mostly 76.8 µM), for the others: at the highest dose activity, negative = inhibition, actives largely listed as inhibitors; note: potency is the fitted concentration of half-maximal effect; % is set by controls: 0 for no effect and ±100 for the full control effect; nearly all actives have a fitted effect of over 50% in size
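T. brucei PYK with substrate was exposed to pin-transferred compounds across a concentration series, then started with 130 uM ADP (final). After 45 min at room temperature, Kinase-Glo Plus luminescence was read, normalized and curve-fitted.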
Pf growth 96h: Primary qHTS for delayed death inhibitors of the malarial parasite plastid, 96 hour incubation; P. falciparum luciferase reporter growth, 96 h; Potency, µM (series often up to 28.7 µM), inactives show top-dose activity change, negative = inhibition, usual class: inhibitors; 320,000 compounds, 6.9% hits; AID 504834, 2011; note: potency is the fitted concentration of half-maximal effect; % is set by controls: 0 for no effect and ±100 for the full control effect
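Delayed-death screen, second-generation endpoint: infected erythrocytes, 2% hematocrit, 0.05% parasitemia final; 96 hours at 37 C, 5% CO2; luciferase detection reagent; luminescence decrease equals reduced growth.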
LmPK inh: qHTS Assay for Inhibitors of Leishmania Mexicana Pyruvate Kinase (LmPK). Q27686. AID 1721, 2009. Potency, µM (titrated, usually from 57.5 µM), for the others: top-dose activity change, negative = inhibition, hits mostly inhibitors. 290,000 compounds, 0.37% hits. purified LmPK, Kinase-Glo ATP luminescence, 1 h; note: potency is the fitted concentration of half-maximal effect; % is set by controls: 0 for no effect and ±100 for the full control effect
Target sequence (Q27686 whole entry, looked up): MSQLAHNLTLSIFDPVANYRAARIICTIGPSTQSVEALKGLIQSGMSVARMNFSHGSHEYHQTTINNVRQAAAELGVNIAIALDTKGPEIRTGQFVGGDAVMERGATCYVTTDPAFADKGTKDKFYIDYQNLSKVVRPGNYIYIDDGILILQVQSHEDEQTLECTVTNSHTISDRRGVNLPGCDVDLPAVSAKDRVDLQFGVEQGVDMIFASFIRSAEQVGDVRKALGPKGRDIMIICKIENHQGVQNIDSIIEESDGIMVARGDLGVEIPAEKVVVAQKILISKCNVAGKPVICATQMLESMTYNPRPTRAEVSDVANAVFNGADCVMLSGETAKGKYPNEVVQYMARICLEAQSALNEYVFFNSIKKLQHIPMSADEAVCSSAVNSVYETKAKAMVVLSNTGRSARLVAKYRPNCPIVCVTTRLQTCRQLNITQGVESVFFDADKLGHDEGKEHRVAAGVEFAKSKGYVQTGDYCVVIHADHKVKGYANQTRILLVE
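0.1 nM LmPK, 0.5 mM PEP, 0.1 mM ADP; 50 mM imidazole pH 7.2, 7 mM MgCl2, 50 mM KCl; 1 h RT. Kinase-Glo luminescence readout, normalized to no-enzyme (full inhibition) and uninhibited wells.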
AMA1-RON2 inh: qHTS for Inhibitors of AMA1-RON; Towards Development of Antimalarial Drug Lead: Primary Screen; Plasmodium falciparum AMA1 (3D7) - RON2 peptide interaction; Potency, µM (top dose mostly 58.2 µM), without a hit: top-dose activity change, negative = inhibition, usual class: inhibitors; AlphaScreen AMA1-biotinylated RON2 peptide binding; 360,000 compounds, 0.2% hits;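 note: potency is the fitted concentration of half-maximal effect; 0% = vehicle wells and -100% = peptide control; nearly all actives have a fitted effect of over 45% in size; some results filed as inactive show a strong effect at the top dose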
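AMA1 (3D7) with his tag at 25 nM final met compounds first, then biotinylated RON2 peptide at 25 nM; detection used donor plus acceptor beads, 10 µg/mL apiece, read by AlphaScreen after 30 min at room temperature.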
CHX counter: Cycloheximide Counterscreen for Small Molecule Inhibitors of Shiga Toxin | cell reporter, cycloheximide protein synthesis inhibition counterscreen | max response, % | 300,000 compounds, 12% hits | AID 2314, 2010; in the data active = max response mostly above about 13%, no sharp cut-off; inactive = mostly below about 14%; note: read at 38.3 µM for the half of the compounds with a filed dose; 0% is about no effect
The depositor's hits bear a star; ? = inconclusive; . = no result given; & = joins results of further samples; [ ] = remark or other dose. Unless noted, calls come from the whole dose curve; as a rule, active = well fitted curve in the direction sought with a large enough effect; inconclusive = small, poorly fitted or top-dose-only effect, or another doubt; inactive = no such curve, though single readings can be large; an effect the other way counts as inactive or inconclusive.

mol | Shiga inhibitor | Pf growth 48h | Tb PYK inh | Pf growth 96h | LmPK inh | AMA1-RON2 inh | CHX counter
C=CCNCCOc1ccccc1-c1ccccc1 | 8 | -4% | 4% | ? | -1% | -21% | 10
O=C(Nc1nccs1)c1ccc(COc2c(F)c(F)cc(F)c2F)cc1 | 80* | ? | -14% | 25% | 0% | 84%[activator] | 56*
COc1ccccc1/C=N/NC(=O)c1ccccc1Cl | 3 | -4% | -1% | 0% | 6% | -1% | 15
Cc1ccc2nc(Nc3ccccc3O)nc(-c3ccccc3)c2c1 | -14 | 13µM* | -6% | ? | 2% | -13% | 1
CCOc1cc(CNc2ccc(OC)cc2)cc(Br)c1OCC(=O)NC(C)(C)C | -20 | ? | 2% | 9.3µM* | 1% | ? | -3
C=CCn1c(CNC(=O)c2ccccc2F)nnc1SCc1nc2ccccc2c(=O)[nH]1 | 12 | 4% | 2% | 28% | 0% | 0% | 1
O=C(Nc1ccc2c(c1)CCC2)c1ccccc1F | 97* | 206%[activator] | 4% | 238%[activator] | ? | 6% | 63*
COc1ccc(-c2cc(C)no2)cc1S(=O)(=O)N1CCN(c2ccccn2)CC1 | -6 | -19% | -2% | -9% | -11% | -6% | -9
O=C(c1cnsn1)N1CCC(CO)(Cc2cccc(F)c2)CC1 | 67* | 33%[activator] | -3% | ? | -2% | -4% | 54*
Cc1sc2c(c1C)c(=O)n(-c1ccc(Cl)cc1)c(=O)n2Cc1cc(=O)n2ccccc2n1 | -11 | 19% | 16%&11% | -7% | 1% | -16% | -3
COc1ccc(OCC(=O)Nc2c(C(=O)N3CCC(N4CCCCC4)CC3)oc3ccccc23)cc1 | 1 | ? | -4% | ? | 1% | 3% | 2
COc1ccc(-c2cc(C)no2)cc1S(=O)(=O)NCc1cccc(C)c1 | -3 | ? | -2% | -25% | 12% | -6% | -2
CCc1ccc(-c2cc(C(=O)Nn3cnnc3)c3ccccc3n2)cc1 | -22 | . | -19% | ? | ? | 0% | -3
COc1ccc(N(CC(=O)N2CCc3ccccc32)S(=O)(=O)c2c(C)n[nH]c2C)cc1 | 8 | ? | -6% | -17% | 4% | -1% | 9
CC1CN=C2C(C(=O)Nc3ccccc3)=C(O)CC(c3ccccc3)N21 (centres undefined) | 9 | ? | -1% | ? | 3% | -8% | -1
Fc1ccccc1C(c1nnnn1Cc1ccc2c(c1)OCO2)N1CCN(Cc2ccco2)CC1 (centres undefined) | -23 | ? | -2% | 4% | 1% | 0% | -3
Cc1c(Nc2nc(-c3cccc([N+](=O)[O-])c3)cs2)c(=O)n(-c2ccccc2)n1C | -1 | -1% | 1% | 3% | 2% | -5% | -2
COC(=O)c1cc2c(ccn2-c2ccc(F)cc2)n1CC(=O)OC(C)C | -19 | ? | -1% | ? | 7% | -20% | 10
COc1cccc(-c2cc(C(=O)N3CCCCC3C)no2)c1 (centres undefined) | 105* | 119%[activator] | 1% | ? | -3% | 2% | 28*
Cc1[nH]c(=O)[nH]c(=O)c1S(=O)(=O)NCC12CC3CC(CC(C3)C1)C2 | -12 | 11% | 0% | -7% | -6% | 19% | -2
COc1cccc(CNCc2ccc(SC)cc2)c1OC | -3 | 12% | -4% | 55%[activator] | -3% | -1% | -1
COc1cccc2cc(C(=O)C3=C(O)C(=O)N(CCCN(C)C)C3c3ccncc3)oc12 (centres undefined) | -15 | . | . | -11% | 9% | . | 0
NS(=O)(=O)c1ccc(NC(=S)NC(=O)c2ccc(-c3ccccc3)cc2)cc1 | -9 | ? | 0% | 4% | -6% | 0% | -4
COc1ccc(Nc2nc(C)nc3c2oc2ccccc23)cc1 | 1 | -19% | -6% | 0% | -6% | 12% | 10
CCOc1cc(C(C(=O)NCC2CCCO2)N(C(=O)Cn2nnc3ccccc32)c2cccc(OC)c2)ccc1O (centres undefined) | -2 | -24% | -4% | -1% | -2% | 1% | -3
Cc1nc(-c2cc(-c3nc(-c4ccc(C(F)(F)F)cc4)no3)no2)cs1 | 11 | 0.66µM* | 2% | 3% | 5% | -3% | 9
CN1CN=C(N[N+](=O)[O-])N(Cc2ccco2)C1 | -3 | 0% | 3% | 0% | 5% | 19% | 3
CCOc1ccc(CC(=O)NCC(=O)NCc2cc(=O)n(C)c(=O)n2C)cc1 | -2 | 19% | 2% | 94%[activator] | -7% | -9% | 1
COc1ccc(CNC(=O)c2ccc(C(C)C)cc2)cc1 | 157* | 87%[activator] | -3% | 23% | 4% | -3% | 46*
Cc1ccc(S(=O)(=O)N2CCCCC2)cc1NC(=O)c1ccncc1 | . | 61%[activator] | 7% | ? | . | -10% | .

Reprinted at random: 5 compounds from above.
mol | Shiga inhibitor | Pf growth 48h | Tb PYK inh | Pf growth 96h | LmPK inh | AMA1-RON2 inh | CHX counter
COc1ccc(OCC(=O)Nc2c(C(=O)N3CCC(N4CCCCC4)CC3)oc3ccccc23)cc1 | 1 | ? | -4% | ? | 1% | 3% | 2
Cc1sc2c(c1C)c(=O)n(-c1ccc(Cl)cc1)c(=O)n2Cc1cc(=O)n2ccccc2n1 | -11 | 19% | 16%&11% | -7% | 1% | -16% | -3
NS(=O)(=O)c1ccc(NC(=S)NC(=O)c2ccc(-c3ccccc3)cc2)cc1 | -9 | ? | 0% | 4% | -6% | 0% | -4
CCOc1ccc(CC(=O)NCC(=O)NCc2cc(=O)n(C)c(=O)n2C)cc1 | -2 | 19% | 2% | 94%[activator] | -7% | -9% | 1
COc1ccc(-c2cc(C)no2)cc1S(=O)(=O)NCc1cccc(C)c1 | -3 | ? | -2% | -25% | 12% | -6% | -2

The results go on:
mol | Shiga inhibitor | Pf growth 48h | Tb PYK inh | Pf growth 96h | LmPK inh | AMA1-RON2 inh | CHX counter
CCOC(=O)c1cnc(SCCN2CCOCC2)nc1N | 34 | 59%[activator] | -1% | 15% | 0% | 23% | 18*
COC(=O)CSc1nnc(CNS(=O)(=O)c2ccc(Br)cc2)n1C | 1 | 10% | -3% | 9% | 3% | 0% | -4
CCOC(=O)C1=C(O)C(=O)N(c2ccc(S(N)(=O)=O)cc2)C1c1ccc(OC)cc1 (centres undefined) | -12 | -7% | 2% | ? | -2% | -4% | -4
COc1ccc(NC(=O)CSc2nnc(Cn3cnc4ccccc43)n2C)cc1 | -4 | -14% | -5% | 2.3µM* | -2% | 3% | -3
CC(C)c1ccc(OCC(=O)N(Cc2ccco2)C2CCS(=O)(=O)C2)cc1 (centres undefined) | 4 | 6% | -2% | ? | 0% | -3% | -1
Cc1cccc(NC(=O)c2ccc(S(=O)(=O)N3CCOCC3)cc2)n1 | 10 | 9% | 2% | 6% | 2% | 0% | 4
CC1(C)Cc2c(sc3ncnc(NN)c23)CO1 | 8 | -11% | -2% | 27% | 3% | 82%[activator] | -1
CN(Cc1ccccc1)C(=O)c1[nH]cnc1C(=O)N[C@@H](Cc1ccccc1)C(=O)OCc1ccccc1 | -12 | ? | 2% | ? | 10% | 108%[activator] | -3
Cc1cccc(N(C)C(=O)CCS(=O)(=O)c2cccc3nonc23)c1 | -5 | -17% | 4% | ? | -12% | 16% | -3
COc1ccc(NC(=O)N2CCCC2C(=O)NC2CCCC2)cc1 (centres undefined) | -13 | -2% | 4% | 5% | 0% | 3% | -1
O=C(Cn1nc2n(c1=O)-c1ccccc1SC2)N/N=C/c1cccnc1 | 4 | 18% | 0% | ? | -13% | -6% | 0
C1CSC2(N1)C1CC3CC2CC(C1)C31NCCS1 (centres undefined) | -12 | 9% | -2% | ? | -6% | 0% | 1
COc1ccc(CNC(=O)C(=O)NCC2OCCN2S(=O)(=O)c2ccc(OC)c(OC)c2)cc1 (centres undefined) | -32 | -7% | 0% | ? | -9% | 4% | -5
COc1cc(C(=O)N/N=C/c2cc([N+](=O)[O-])cs2)cc(OC)c1OC | -5 | 0% | -4% | -12% | -1% | -2%[2.32 µM] | 1
CCOc1ccc(C(=O)NCCN2CCCCC2)c(OCC)c1 | 12 | ? | 1% | 89%[activator] | 0% | -8% | -1
CCN(C(=O)COC(=O)Cc1c(F)cccc1Cl)c1c(N)n(Cc2ccccc2)c(=O)[nH]c1=O | . | ? | 4% | ? | . | -4% | .
COc1ccccc1N1C(=O)C2C(C(=O)c3ccccc3)=NN(c3ccc(C)cc3)C2C1=O (centres undefined) | -5 | ? | -1% | ? | 3% | 5% | -1
NC(=O)c1ccc(NC(=O)Cc2csc(-c3ccccc3)n2)cc1 | -3 | -2% | 0% | 11% | 1% | 33%[activator] | -3
COc1ccc(CCCC(=O)NCc2ccccc2)cc1C | -3 | -4% | -5% | ? | -2% | 27% | 2
Cc1nn(-c2ccccc2)c(N2CCCC2)c1/C=N/NC(=O)c1cc(-c2cccnc2)nc2ccccc12 | -12 | 12µM* | -3% | ? | 1% | -1%[11.6 µM] | -4
COC(=O)c1ccc(C(NC(=O)OCc2ccccc2)/C(C)=C/[C@@H](C)C(=O)NCc2ccc(OC)c(OC)c2)cc1 (some centres undefined) | -13 | ? | -4% | 12µM* | 2% | -6% | -2
Cc1ccc2cc(CNCCc3ccccc3C)c(=O)[nH]c2c1 | -5 | -2% | -3% | 58%[activator] | -5% | 4% | -3
COc1cc(C2=NOC(C(=O)NCc3ccccn3)C2)cc(OC)c1OC (centres undefined) | -5 | -6% | 5% | -8% | 6% | 21% | -2
CSc1ccc(/C=C(\NC(=O)c2ccccc2)C(=O)NCCN2CCOCC2)cc1 | -4 | -7% | 0% | -1% | -5% | 9% | -4
CC1Cc2ccccc2N1C(=O)COC(=O)c1cccc(Br)c1 (centres undefined) | . | -28% | 2% | 12% | . | 8% | .
CCOc1cc(N2CCOCC2)c(OCC)cc1NC(=O)COC(=O)c1cc2ccccc2cc1O | 3 | 2% | -5% | 0% | -5% | 0% | -2
OC(CNCc1ccco1)COc1ccccc1 (centres undefined) | 24 | 5% | 2% | -1% | -2% | -6% | 2

Some entries already given, showing only Pf growth 96h.
SMILES | Pf growth 96h
COc1cc(C2=NOC(C(=O)NCc3ccccn3)C2)cc(OC)c1OC (centres undefined) | -8%
CSc1ccc(/C=C(\NC(=O)c2ccccc2)C(=O)NCCN2CCOCC2)cc1 | -1%

Record cards, as listed above. Order of screens: Shiga inhibitor	Pf growth 48h	Tb PYK inh	Pf growth 96h	LmPK inh	AMA1-RON2 inh	CHX counter
`CCOc1cc(N2CCOCC2)c(OCC)cc1NC(=O)COC(=O)c1cc2ccccc2cc1O` across the screens: 3	2%	-5%	0%	-5%	0%	-2
`NC(=O)c1ccc(NC(=O)Cc2csc(-c3ccccc3)n2)cc1` across the screens: -3	-2%	0%	11%	1%	33%[activator]	-3

Assay outcomes as filed in PubChem BioAssay.
